USP1 inh = Inhibitors of USP1/UAF1: Primary Screen; AID 743255, 2014; 390,000 tested, 0.23% active; Potency, µM (series often up to 57.1 µM), for inactives: at the top dose activity change, negative = inhibition, hits mostly inhibitors; recombinant USP1/UAF1, Ub-Rhodamine cleavage fluorescence; also: potency is read from the fitted curve at half-maximal effect; % is scaled to controls: 0 for no effect and ±100 for the full control effect; nearly all actives have a fitted effect of over 60% in size; inactives centre near -12
Target sequence (O94782 whole entry, looked up): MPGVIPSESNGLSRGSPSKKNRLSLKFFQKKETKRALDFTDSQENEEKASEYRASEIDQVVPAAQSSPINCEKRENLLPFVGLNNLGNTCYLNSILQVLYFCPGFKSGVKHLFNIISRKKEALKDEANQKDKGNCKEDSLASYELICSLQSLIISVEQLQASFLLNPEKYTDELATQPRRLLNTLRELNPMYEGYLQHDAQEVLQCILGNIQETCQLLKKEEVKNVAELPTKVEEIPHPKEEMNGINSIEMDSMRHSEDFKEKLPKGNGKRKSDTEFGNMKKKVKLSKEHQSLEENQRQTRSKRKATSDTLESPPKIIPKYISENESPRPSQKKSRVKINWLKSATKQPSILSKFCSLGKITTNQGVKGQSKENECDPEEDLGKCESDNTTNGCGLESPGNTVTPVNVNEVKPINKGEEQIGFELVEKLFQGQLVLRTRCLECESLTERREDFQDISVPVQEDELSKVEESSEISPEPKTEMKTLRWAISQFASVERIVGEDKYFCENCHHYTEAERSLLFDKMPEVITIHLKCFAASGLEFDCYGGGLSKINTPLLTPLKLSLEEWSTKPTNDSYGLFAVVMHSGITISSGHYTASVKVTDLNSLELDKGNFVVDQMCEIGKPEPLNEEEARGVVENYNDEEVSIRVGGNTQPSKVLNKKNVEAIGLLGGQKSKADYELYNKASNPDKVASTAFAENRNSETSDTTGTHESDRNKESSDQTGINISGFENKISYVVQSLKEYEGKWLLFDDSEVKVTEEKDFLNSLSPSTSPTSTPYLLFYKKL
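1 nM enzyme complex + cpd, 15 min RT; start with Ub-Rho 150nM final; kinetic fluorescence ex 480/em 540, 6 reads q60 s. Buffer 50mM HEPES pH 7.8, 0.5mM EDTA, 0.1 mg/ml BSA, 1mM TCEP, 0.01% Tween-20.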
PI4K2A inh = qHTS for small molecular inhibitors of PI4K2A; activity change, negative = inhibition, % at 76.9 µM; Phosphatidylinositol 4-kinase type 2-alpha (Homo sapiens), Q9BTU6; purified PI4K2A, ADP-Glo luminescence, 1 h; active compounds read low; AID 1346378, 2018; 420,000 tested, 0.13% active; in the data active = activity change below about -50%; inconclusive = mostly about -30% to -49%;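 also: -100% = wells without enzyme as full effect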
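PI4K2A activity was measured by ADP-Glo luminescence: enzyme (4 ug/mL stock) and phosphatidylinositol (1.2 mM stock) in Tris pH 7.5/MgCl2/EGTA/Triton X-100 buffer were reacted with ATP (300 microM stock) for one hour at ambient temperature.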
Vif-APOBEC3F blk = qHTS for Inhibitors of Vif-A3F Interactions: qHTS. HeLa A3F-eYFP + Vif (tagged APOBEC3F with the HIV-1 protein that degrades it), YFP fluorescence increase. Potency, µM (doses to about 46.1 µM), for inactives: top-dose activity, negative = active. 390,000 tested, 0.2% active. AID 602313, 2012; also: potency is read from the fitted curve at half-maximal effect; % of control where 0% means no effect; nearly all actives have a fitted effect of over 65% in size
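HeLa cells stably expressing Vif plus C-terminally eYFP-tagged A3F were seeded, incubated overnight at 37 deg C, dosed with compound, incubated overnight again at 37 deg C. Yellow fluorescence (Ex 488/Em 500-530) reported blocked Vif-mediated A3F-eYFP degradation.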
RXFP1 agonist = qHTS Assay for Agonists of the Relaxin Receptor RXFP1 | Potency, µM (series often up to 57.5 µM), without a hit: at the top dose activation, hits mostly activators | HEK293T-RXFP1 cAMP TR-FRET, 30 min; response scale: percent of porcine relaxin response, buffer zero | 370,000 tested, 0.3% active | Relaxin receptor 1 (Homo sapiens), Q9HBX9; also: potency is read from the fitted curve at half-maximal effect; % is scaled to controls: 0 for no effect and ±100 for the full control effect; nearly all actives have a fitted effect of over 60% in size; many of its hits are not listed in these tables
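Agonist response is measured as cAMP accumulation in an RXFP1-transfected HEK293T line under PDE4 inhibition. Values are scaled between buffer-only and 29 nM porcine relaxin, and EC50s come from standard Hill equation fits.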
Vif-A3G inh = qHTS for Inhibitors of Vif-A3G Interactions: qHTS; Potency, µM (series often up to 46.1 µM), for inactives: at the highest dose activity, negative = active, most hits filed as inhibitors; AID 602310, 2012; DNA dC->dU-editing enzyme APOBEC-3G (Homo sapiens), Q9HC16; HeLa A3G-eYFP + Vif (tagged APOBEC3G with the HIV-1 protein that degrades it), YFP fluorescence, overnight; 410,000 tested, 0.076% active;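 also: potency is read from the fitted curve at half-maximal effect; % is scaled to controls: 0 for no effect and ±100 for the full control effect; nearly all actives have a fitted effect of over 60% in size; hits raise eYFP signal because A3G escapes Vif-driven loss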
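Read-out is eYFP fluorescence (Ex 488/Em 500-530) from Vif-expressing HeLa A3G-eYFP cells; more signal means A3G escaped Vif-mediated degradation. Cells plated overnight, compound pinned in, incubated overnight at 37 deg C.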
LDHA block = qHTS assay for inhibitors of human lactate dehydrogenase; 480,000 tested, 0.15% active; L-lactate dehydrogenase A chain (Homo sapiens), P00338; activity change, % (values are at about 110 or 230 µM); purified LDHA, NADH/diaphorase-resazurin fluorescence; active compounds read low; AID 1347041, 2019; in the data active = activity change below about -30%; inconclusive = mostly about -25% to -30%;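 also: plate controls were DMSO wells for no effect and wells without enzyme for full effect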
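Human LDH5 (2 nM) was incubated with 0.06 mM NADH and 0.2 mM pyruvate for 5 min at room temperature in Tris pH 7.4. Remaining NADH was coupled through diaphorase/resazurin, and resorufin fluorescence was read at 0 and 20 min.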
Glioma ERSR ind = qHTS for Inducers of the Endoplasmic Reticulum Stress Response (ERSR) in Human Glioma: qHTS; U87-MG GRP78 promoter luciferase reporter, 16 h; Potency, µM, without a hit: top-dose activation, usual class: activators; 420,000 tested, 0.02% active; AID 602332, 2012; also: potency is read from the fitted curve at half-maximal effect; series mostly up to about 76 µM; % of control where 0% means no effect; nearly all actives have a fitted effect of over 35% in size
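Stably transfected U87-MG glioma cells carrying a GRP78-based luciferase sensor; 16 h compound incubation. Luminescence end-point read 10 min after Bright-Glo addition at room temperature.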
IDH1 R132H inh = qHTS for Inhibitors of mutant isocitrate dehydrogenase 1 (IDH1): qHTS. Isocitrate dehydrogenase [NADP] cytoplasmic (Homo sapiens), O75874. Potency, µM (series often up to 76.6 µM), for the others: at the highest dose activity change, negative = inhibition, most hits filed as inhibitors. IDH1-R132H enzyme, NADPH consumption, diaphorase/resazurin fluorescence. AID 602179, 2012. 390,000 tested, 0.093% active; also: potency is read from the fitted curve at half-maximal effect; % is scaled to controls: 0 for no effect and ±100 for the full control effect; nearly all actives have a fitted effect of over 65% in size
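IDH1-R132H (0.5 ug/mL dispensed) in pH 7.5 Tris buffer was preincubated 30 min with compound, then given a substrate mix of 0.016 mM NADPH and 2 mM alpha-KG for 80 min at room temperature; remaining NADPH was read by diaphorase/resazurin fluorescence.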
TrxR1 substrate = qHTS Assay for Substrates of Mammalian Selenoprotein Thioredoxin Reductase 1 (TrxR1): qHTS; Potency, µM (doses to about 114 µM), for inactives: top-dose activity change, negative = substrate turnover; 390,000 tested, 0.01% active; Thioredoxin reductase 1, cytoplasmic (Rattus norvegicus), O89049; purified TrxR1 substrate turnover, NADPH consumption readout; also: potency is read from the fitted curve at half-maximal effect; % is scaled to controls: 0 for no effect and ±100 for the full control effect; nearly all actives have a fitted effect of over 50% in size
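Rat TrxR1, dispensed at 90 nM, was prereduced with 400 uM NADPH (final) for 5 min at ~22 deg C, then incubated with compound 15 min before 400 uM selenite. A first-read NADPH fluorescence drop versus no-compound background flagged substrates.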
* = called active by the depositor; u = inconclusive; x = not tested or not shown; [ ] = remark or other dose. Unless noted, calls follow the shape of the dose curve; as a rule, active = well fitted curve in the direction sought with a large enough effect; inconclusive = small, poorly fitted or top-dose-only effect, or another doubt; inactive = no such curve, though single readings can be large; an effect the other way counts as inactive or inconclusive.

Start of the listing, in advance:
SMILES | USP1 inh | PI4K2A inh | Vif-APOBEC3F blk | RXFP1 agonist | Vif-A3G inh | LDHA block | Glioma ERSR ind | IDH1 R132H inh | TrxR1 substrate
CCOC(=O)Cc1csc(SCC(=O)Nc2cccc(Cl)c2)n1 | 2% | -4 | -8% | -1.5% | 1% | -4 | 5% | 1% | -11%
COc1ccc(S(=O)(=O)N2CCCCC2)cc1C(=O)Nc1cccc(C(F)(F)F)c1 | -14% | -4 | u | 1.3% | 0% | 5 | -2% | -13% | -5%[57.1 µM]
O=C1CCCC(O)=C1C=Nc1ccc2c(c1)oc1ccccc12 | -11% | -1 | -10% | 2.2% | 1% | -1 | -5% | 1% | 9%
COc1ccc(C)cc1NC(=O)Nc1nnc(N2CCCCC2)s1 | -14% | 1 | 5% | -4.4% | -1% | 2 | -2% | -9% | -11%
Cc1nnc(SCC(=O)Nc2ccccc2)n1CCc1ccccc1 | -13% | 0 | -1% | 1.0% | -1% | 2 | -2% | 8% | 14%

Results (from the top)
SMILES | USP1 inh | PI4K2A inh | Vif-APOBEC3F blk | RXFP1 agonist | Vif-A3G inh | LDHA block | Glioma ERSR ind | IDH1 R132H inh | TrxR1 substrate
CCOC(=O)Cc1csc(SCC(=O)Nc2cccc(Cl)c2)n1 | 2% | -4 | -8% | -1.5% | 1% | -4 | 5% | 1% | -11%
COc1ccc(S(=O)(=O)N2CCCCC2)cc1C(=O)Nc1cccc(C(F)(F)F)c1 | -14% | -4 | u | 1.3% | 0% | 5 | -2% | -13% | -5%[57.1 µM]
O=C1CCCC(O)=C1C=Nc1ccc2c(c1)oc1ccccc12 | -11% | -1 | -10% | 2.2% | 1% | -1 | -5% | 1% | 9%
COc1ccc(C)cc1NC(=O)Nc1nnc(N2CCCCC2)s1 | -14% | 1 | 5% | -4.4% | -1% | 2 | -2% | -9% | -11%
Cc1nnc(SCC(=O)Nc2ccccc2)n1CCc1ccccc1 | -13% | 0 | -1% | 1.0% | -1% | 2 | -2% | 8% | 14%
CCOC(=O)c1ccc(N/N=C/c2cc(Br)cc([N+](=O)[O-])c2O)cc1 | -12% | -6 | 0% | 0.0% | 0% | -1 | -1% | 2% | -3%[57.1 µM]
CC(=O)NC(c1ccc(F)c(F)c1)c1nc(-c2ccc(F)c(Cl)c2)cs1 (configuration not stated) | x | -3 | x | x | -3% | -15 | -7% | x | x
COc1ccccc1OCC(=O)NCC1CCCN(Cc2cnn(C)c2C)C1 (configuration not stated) | 7% | -2 | -28% | -1.6% | 3% | -8 | -1% | 1% | -6%
COCCn1c(SCC(=O)N2CC(C)OC(C)C2)nc2c([nH]c3ccccc32)c1=O (configuration not stated) | -17% | 2 | -10% | -2.4% | 2% | 0 | 0% | -8% | -10%
O=C(Nc1ccc2c(c1)CCC2)c1ccccc1Br | 1% | 6 | 7% | 0.1% | -2% | -6 | -3% | 6% | 4%[57.1 µM]
Cc1cc(C)c(S(=O)(=O)NCC(c2ccco2)S(=O)(=O)c2cccs2)c(C)c1 (configuration not stated) | -27% | 1 | 1% | 0.3% | 7% | 0 | 2% | -1% | 4%[57.1 µM]
CC(=O)N1CCCc2cc(S(=O)(=O)N(CCN(C)C)Cc3ccccc3)ccc21 | 6% | -3 | 3% | 2.6% | -2% | -3 | -4% | 7% | 9%[57.1 µM]
CC(=O)c1cc(C(=O)Nc2cccc(C)c2)c2ccccn12 | u | -1 | -21% | -0.3% | 4% | 6 | 6% | 11% | 5%[57.1 µM]
CC(C)c1ccc(NS(=O)(=O)c2ccc3[nH]cc(C(=O)NCC4CCCO4)c(=O)c3c2)cc1 (configuration not stated) | -16% | -3 | 1% | -1.5% | 0% | 4 | -5% | 0% | -7%
CCCC(=O)c1ccc(OCc2cn(CC(=O)c3ccc(O)cc3)nn2)cc1 | -36% | -23 | 5% | x | -13% | 6 | -3% | 5% | -7%
O=C(O)c1cc(NCc2ccccc2)ccc1N1CCOCC1 | -14% | -2 | x | 0.2% | 0% | 2 | -4% | 0% | 9%
Cn1c(N)c(C(=O)CSc2nc(C3CC3)n(-c3ccccc3)n2)c(=O)n(C)c1=O | -21% | -5 | 2% | 3.7% | 0% | 0 | 1% | 4% | 14%
O=C(c1ccccc1)N1CCN(CC(O)COCC2CC=CCC2)CC1 (configuration not stated) | -15% | 2 | -2% | 0.6% | -2% | 4 | -5% | 4% | 8%
Cc1cc(C)n2c(SCC(=O)NC3CCCCC3C)nnc2n1 (configuration not stated) | -9% | -2 | -2% | 14% | 3% | -4 | -1% | 10% | 5%[57.1 µM]
CCCCOC(=O)c1ccc(NC(=O)c2cc3c(=O)n4cccc(C)c4nc3n2C)cc1 | -22% | -2 | 3% | -2.0% | -1% | -6 | -2% | -15% | 8%[11.4 µM]
COc1ccccc1OCCNC(=O)c1ccccc1C | -4% | -10 | -4% | 0.2% | -4% | -8 | 2% | 5% | 7%
COc1ccccc1/C=N/NC(=O)CSc1ccc2ccccc2n1 | -24% | 4 | -13% | -1.7% | -27% | -16 | 6% | 57%[activator] | -7%
O=S(=O)(NCC1CC1)c1ccc(F)c(Cl)c1 | -18% | 1 | -11% | -1.3% | 0% | -4 | -6% | 0% | 2%[11.4 µM]
CC(=O)Oc1cccc(N2C(=O)C3CC=C(Cl)CC3C2=O)c1 (configuration not stated) | -19% | -6 | -10% | 4.9% | -5% | 0 | -6% | 1% | 13%[57.1 µM]
COc1ccc(/C=N/NC(=O)CCCCCNC(=O)c2ccccc2)cc1 | 1% | 2 | 1% | 0.3% | -9% | 0 | -2% | 7% | 4%[57.1 µM]
The results go on:
SMILES | USP1 inh | PI4K2A inh | Vif-APOBEC3F blk | RXFP1 agonist | Vif-A3G inh | LDHA block | Glioma ERSR ind | IDH1 R132H inh | TrxR1 substrate
CCOC(=O)C1=C(C)N=c2s/c(=C\c3ccc(C(=O)O)cc3)c(=O)n2C1c1ccc(OC)cc1OC (configuration not stated) | -23% | -3 | 7% | x | 1% | -3 | 0% | 3% | -12%
CCCC(=O)N1c2ncnn2C2(CCCCC2)[C@@H]2CCCC[C@@H]21 | 3% | 0 | 1% | -1.6% | 3% | -18 | -6% | -15% | -10%
COc1ccc(-c2nc(SCC(=O)NCC3CCCO3)c(-c3ccc(C)cc3)[nH]2)cc1OC (configuration not stated) | -8% | -2 | 1% | 1.7% | -6% | -1 | -1% | -8% | -1%
O=C(CSCc1ccc(F)cc1)N1CCOCC1 | -12% | 5 | -11% | 2.1% | 0% | -8 | 4% | 3% | 5%
CCOC(=O)c1ccc(NS(=O)(=O)c2ccc(-c3coc(C)n3)cc2)cc1 | -6% | -3 | 3% | -5.6% | -2% | -2 | -1% | 4% | -1%
Cc1ccc(NC(=O)c2ccc3c(c2)C(=O)N(Cc2cccnc2)C3=O)c(C)c1 | u | 5 | 5% | 3.2% | 6% | -6 | 2% | -9% | -2%[57.1 µM]
CCOc1cc(/C=N/NC(=O)c2ccc(-c3csc(Nc4ccc(C)cc4)n3)cc2)ccc1OCC(=O)O | -6% | 5 | -1% | 15% | -1% | -8 | 0% | -3% | 9%[57.1 µM]
Cc1ccc(CNC(=O)C2CCC(=O)N(CCCN3CCOCC3)C2)cc1 (configuration not stated) | -17% | 0 | 1% | 1.5% | -1% | 2 | -6% | 6% | -6%
CCCOC(=O)/C(C)=N\NC(=O)c1ccco1 | -14% | 8 | 4% | 1.8% | 0% | -3 | -1% | 1% | -11%[11.4 µM]
CCOc1ccc(S(=O)(=O)n2ccc(C)n2)cc1 | -28% | 1 | -2% | 0.8% | -11% | -7 | 2% | -7% | 0%
Cc1cc(C)c(S(=O)(=O)n2cnc3ccccc32)c(C)c1 | -15% | 1 | -1% | 1.9% | 1% | -1 | -5% | 0% | 2%
COc1ccccc1CNC(=O)Cn1cnc2ccccc2c1=O | -6% | 0 | -9% | 2.5% | 0% | -6 | -2% | -4% | 5%[57.1 µM]
COc1ccc2nc(Cl)cc(Cl)c2c1 | -23% | 1 | 12% | 0.0% | 3% | -5 | -3% | -8% | 11%
CC12CCC(C(=O)N(CCCN3CCN(Cc4ccccc4)CC3)C1=O)C2(C)C (configuration not stated) | -11% | 2 | -7% | -4.0% | 1% | -11 | -5% | -6% | 6%
CN(C)c1ccc(C=C(c2nnnn2-c2ccccc2)c2nnnn2-c2ccccc2)cc1 | 31%[activator] | 0 | u | -0.1% | -2% | 0 | -5% | 6% | -13%

This is a subset; count on the stated rates, not on these rows.
